# Screens: PubChem BioAssay, The Scripps Research Institute Molecular Screening Center
# OX1R antag-1 = antagonists of human orexin 1 receptor; O43613; 330,000 compounds, 0.43% hits; CHO/OX1R cells, Fluo-8 calcium fluorescence, orexin A; inhibition, % at 5 µM; AID 434989;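 active = inhibition above its plate's threshold, mean inhibition of all tested compounds on the plate plus 3 SD, cut at about 37% in these data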;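 also: 0% = orexin A challenge wells and 100% = SB-334867-A antagonist wells; not every result past the cut was called active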
# Target sequence (O43613 whole entry, looked up): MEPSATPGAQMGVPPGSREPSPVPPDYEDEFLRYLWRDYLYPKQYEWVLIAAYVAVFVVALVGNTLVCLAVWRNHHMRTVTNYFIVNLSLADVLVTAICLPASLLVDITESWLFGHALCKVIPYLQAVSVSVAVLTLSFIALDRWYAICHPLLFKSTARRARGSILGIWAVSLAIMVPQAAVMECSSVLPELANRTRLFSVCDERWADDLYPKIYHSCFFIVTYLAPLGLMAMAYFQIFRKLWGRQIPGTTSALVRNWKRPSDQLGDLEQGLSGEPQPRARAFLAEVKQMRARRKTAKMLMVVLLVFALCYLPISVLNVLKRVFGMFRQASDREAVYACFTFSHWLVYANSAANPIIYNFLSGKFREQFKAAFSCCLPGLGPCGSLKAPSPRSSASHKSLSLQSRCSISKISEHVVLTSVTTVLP
# OX1R antag-2 = antagonists of human orexin 1 receptor (OX1R) | AID 485270 | OX1R-expressing cells, FRET antagonist read-out | 330,000 compounds, 1.8% hits | O43613 | inhibition, % at 6.6 µM; in the data active = inhibition mostly above about 38%, no sharp cut-off; inactive = mostly below about 40%;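 also: 0% = agonist challenge alone and 100% = reference antagonist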
# Numbers without * were called inactive.
# Each structure is followed by: OX1R antag-1 | OX1R antag-2
COCC(C)N1CCC(Oc2ccc(C(=O)NCc3ccccn3)cc2)CC1 (stereo unspecified)
    0 | 3
NC(=O)c1ccc[n+](CCC[n+]2cccc(C(N)=O)c2)c1
    -1 | 11
CC(=O)N1CCN(Cc2nc3cc([N+](=O)[O-])ccc3n2C)CC1
    -1 | 21
CN(CC(=O)Nc1ccccc1Cl)C(=O)COC(=O)C1=COCCO1
    -7 | 8
O=C(CN1CCN(CC(=O)Nc2cccc(F)c2)CC1)NCC1(N2CCOCC2)CCCCC1
    -32 | 2
Nc1sc2c(c1C(=O)NC1CCS(=O)(=O)C1)CCC2 (stereo unspecified)
    -14 | 20
COc1ccc(C(=O)Nc2cc(=O)n(C)c(=O)n2C)cc1OC
    6 | 18
C/C(=N\NC(N)=S)C1(C)CCCCC1
    -5 | 29
CC(C)N(C(C)C)S(=O)(=O)c1ccc(NN)nc1
    -9 | 18
Cc1nn(C(C)C(=O)NCCc2ccco2)c(=O)c2nn(-c3ccccc3)c(C)c12 (stereo unspecified)
    -11 | 7
CCN(CC)S(=O)(=O)c1ccc(C(=O)NCc2n[nH]c(=S)n2Cc2ccccc2)cc1
    -5 | 0
COc1ccc(S(=O)(=O)N(C)C)cc1NC(=O)COC(=O)C1CC1
    -3 | 3
OCc1nc(CO)n(Cc2ccccc2)n1
    1 | -2
Cc1ccnc(NC(=O)c2ccc3[nH]c(=O)c(=O)[nH]c3c2)c1
    -6 | -3
COc1ccc(/C=N/NC(=O)c2cccnc2)cc1Cn1nc([N+](=O)[O-])c(Br)c1C
    -12 | 29
Cc1ccc(NC(=O)Cn2c(=O)oc3cc(S(=O)(=O)N4CCC(C)CC4)ccc32)cc1C
    -8 | 14
CCOC(=O)c1ccc2nc(NC(=O)c3cccs3)sc2c1
    -6 | 18
Cn1c(-c2c(N)n(-c3ccccc3)c3nc4ccccc4nc23)nc2ccccc21
    5 | 13
CCc1cccc(CC)c1NC(=S)Nc1cccc(Cl)c1Cl
    -16 | 10
NS(=O)(=O)c1ccc(NC(=O)CN2CCc3ccccc32)cc1
    4 | 0
Cc1cccc(C)c1NC(=O)CN1C(=O)S/C(=C\c2cccn2C)C1=O
    -9 | 0
O=C(CCc1nnc2ccc(NCc3ccco3)nn12)N1CCN(c2ccccc2)CC1
    -10 | 6
Cc1ccc(C2=NN(C(=O)CSc3nc(N)cc(N)n3)C(c3ccco3)C2)cc1 (stereo unspecified)
    2 | 9
O=C(NC1CCCC1)C1CCN(C(=O)c2cc(Cl)ccc2Cl)CC1
    -8 | 10
COC(=O)c1c(NC(=O)c2ccc(OC(C)C)cc2)sc2c1CC(C)(C)NC2(C)C
    -10 | 15
Cc1ccc(S(=O)(=O)N2CCCCC2)cc1C(=O)NCCCN1CCOCC1
    -19 | 15
O=C(/C=C/c1ccc(O)c([N+](=O)[O-])c1)c1ccc2ccccc2c1
    -8 | 7
CCOC(=O)C1=C(c2cccc(F)c2)NC(=S)NC1C (stereo unspecified)
    -15 | 16
O=C(Nc1ccccc1)c1ccc(-c2ccccc2Cl)o1
    -23 | 33
COC(CNC(=O)c1ccc2c(c1)ncn2-c1cccc(C)c1)OC
    -15 | 5

# Molecules shown so far that contain sulfur:
# Each structure is followed by: OX1R antag-1 | OX1R antag-2
Nc1sc2c(c1C(=O)NC1CCS(=O)(=O)C1)CCC2 (stereo unspecified)
    -14 | 20
C/C(=N\NC(N)=S)C1(C)CCCCC1
    -5 | 29
CC(C)N(C(C)C)S(=O)(=O)c1ccc(NN)nc1
    -9 | 18
CCN(CC)S(=O)(=O)c1ccc(C(=O)NCc2n[nH]c(=S)n2Cc2ccccc2)cc1
    -5 | 0
COc1ccc(S(=O)(=O)N(C)C)cc1NC(=O)COC(=O)C1CC1
    -3 | 3
Cc1ccc(NC(=O)Cn2c(=O)oc3cc(S(=O)(=O)N4CCC(C)CC4)ccc32)cc1C
    -8 | 14
CCOC(=O)c1ccc2nc(NC(=O)c3cccs3)sc2c1
    -6 | 18
CCc1cccc(CC)c1NC(=S)Nc1cccc(Cl)c1Cl
    -16 | 10
NS(=O)(=O)c1ccc(NC(=O)CN2CCc3ccccc32)cc1
    4 | 0
Cc1cccc(C)c1NC(=O)CN1C(=O)S/C(=C\c2cccn2C)C1=O
    -9 | 0
Cc1ccc(C2=NN(C(=O)CSc3nc(N)cc(N)n3)C(c3ccco3)C2)cc1 (stereo unspecified)
    2 | 9
COC(=O)c1c(NC(=O)c2ccc(OC(C)C)cc2)sc2c1CC(C)(C)NC2(C)C
    -10 | 15
Cc1ccc(S(=O)(=O)N2CCCCC2)cc1C(=O)NCCCN1CCOCC1
    -19 | 15
CCOC(=O)C1=C(c2cccc(F)c2)NC(=S)NC1C (stereo unspecified)
    -15 | 16

# The results go on:
# Each structure is followed by: OX1R antag-1 | OX1R antag-2
CCSc1cc(N2CCOCC2)nc(-c2ccc(Cl)cc2)n1
    -14 | 11
CCOC(=O)c1c(/N=C/C2=C(O)CC(C)(C)CC2=O)sc2c1CCCC2
    -24 | 5
CC(C)(C)c1ccc(C(=O)Nc2ccc(NC(=O)c3ccco3)cc2)cc1
    -19 | 22
COc1ccc2sc(N(CCCN(C)C)C(=O)c3ccc(S(=O)(=O)N4CCCC4)cc3)nc2c1
    1 | 10
CN(C)S(=O)(=O)c1cccc(NC(=S)N/N=C/C2CC=CCC2)c1 (stereo unspecified)
    -11 | 12
Clc1ccc(C(c2nnnn2C2CCCC2)N2CCN(Cc3ccncc3)CC2)cc1 (stereo unspecified)
    -6 | 29
OC(CN1CCN(C(c2ccccc2)c2ccccc2)CC1)c1ccccc1 (stereo unspecified)
    -24 | 0
COc1ccc(N2CCN(C(=O)CNC(=O)c3ccc(Br)o3)CC2)cc1
    -9 | 27
Cc1cc(NS(=O)(=O)c2ccc(NC(=O)/C=C/c3cccc(Cl)c3)cc2)no1
    -7 | 23
CCC1Oc2ccc(C)cc2N(CC(=O)NCCCN2CCOCC2)C1=O (stereo unspecified)
    -25 | 20
CCCCC1(C)NC(=O)N(CC(=O)Nc2ccc(Cl)cc2C)C1=O (stereo unspecified)
    0 | 9
Cc1cccc(NC(=O)CN2C(=O)N/C(=C\c3ccccc3OCc3ccc(C(=O)O)cc3)C2=O)c1
    -11 | 9
O=C(OCC(=O)C12CC3CC(CC(C3)C1)C2)c1ccc(O)cc1
    6 | 1
Cc1cccc(CCN2C(N(C)C)=NC[C@@H]2CC(C)C)c1
    -11 | 24
COc1ccc(CNC(=O)c2cccc(C)c2[N+](=O)[O-])cc1
    -4 | 8
COc1ccc(Cl)cc1NC(=O)CCc1ccccc1
    -22 | 15
O=C(NCc1ccccc1)C(c1ccccc1)N(Cc1ccc2c(c1)OCO2)C(=O)Cc1cccs1 (stereo unspecified)
    6 | 48
CC(C)NC(=O)CN1C(=O)CSc2ccc(S(=O)(=O)N3CCCC3)cc21
    -10 | 4
O=C(CN1CCN(c2cccc(Cl)c2)CC1)Nc1ccc([N+](=O)[O-])cc1C(=O)Nc1ccccc1F
    -19 | 15
CCc1nnc(NC(=O)CSc2nc(N)c(NC(=O)c3ccc(OC)cc3)c(=O)[nH]2)s1
    5 | 18
CCOC(=O)c1c(NC(=O)CN2CCN(C(=O)c3ccco3)CC2)sc(C(N)=O)c1C
    -14 | 11
O=C(CSc1nnc2c(n1)[nH]c1ccccc12)Nc1cccc(S(=O)(=O)N2CCOCC2)c1
    -10 | 10
O=C(OCC(=O)N1CCN(C(=O)c2ccco2)CC1)c1cc(-c2cccc(Br)c2)nc2ccccc12
    24 | 62*
O=C(Nc1cccc(F)c1)C1C2C=CC3(CN(CCCN4CCOCC4)C(=O)C13)O2 (stereo unspecified)
    -15 | 17
CCCCCc1cc(=O)oc2c(C(CCN(CC)CC)c3ccc(N(C)C)cc3)c(OC)cc(OC)c12 (stereo unspecified)
    -16 | 21
C/C(=N\NC(=O)CN(c1ccc(C)cc1)S(C)(=O)=O)c1cccs1
    -16 | 18
Cc1nc(N/N=C/c2ccc(Br)cc2)cc(N2CCOCC2)n1
    -33 | 18
CC(=O)Nc1cccc(NC(C)=O)n1
    7 | 12
COc1ccc(NC(=O)C2CCCNC2)cc1OCC(C)C (stereo unspecified)
    -33 | 16
CC(=O)N(C)c1ccc(NC(=O)c2cnn(C)c2)cc1
    5 | 8

# Each structure is followed by: OX1R antag-1 | OX1R antag-2
COc1ccc(CNC(=O)CN2C(=O)C(c3ccccc3)Oc3cccnc32)cc1 (stereo unspecified)
    -22 | 2
COc1ccc(-c2nnc(SCC(=O)Nc3cc(F)ccc3C)o2)cc1
    -18 | 8
O=C(CC(SCCO)c1ccc([N+](=O)[O-])cc1)c1ccco1 (stereo unspecified)
    6 | 10
CC(=O)c1nnn(-c2ccccc2C#N)c1C
    -13 | 12
C=CC[C@H](CC(=O)N[C@H](CO)Cc1ccccc1)C(=O)N[C@@H](COC(=O)[C@H](CC=C)CC(=O)OC(C)(C)C)Cc1c[nH]c2ccccc12
    -16 | 4
O=C(c1c(F)cccc1F)N1CCCC(c2nc(-c3ccc(Cl)cc3)no2)C1 (stereo unspecified)
    -12 | 22
Clc1ccc(-c2nc(-c3cnccn3)no2)cc1
    -7 | 15
C/C(=C1/SC(=S)N(CCC(=O)O)C1=O)c1ccc(O)cc1
    -18 | 13
O=C(NCCS(=O)(=O)N1CCN(c2ccccc2F)CC1)c1ccc(Br)o1
    -34 | 10
CSc1nnc(N2C(=O)C(O)=C(C(=O)c3ccco3)C2c2ccccc2)s1 (stereo unspecified)
    16 | 7
COc1cc(C#Cc2c(-c3cncn3C)n(C)c3ccc(-c4cnc(N5CCOCC5)nc4)cc23)cc(OC)c1
    -29 | 8
CC(C)c1ccc(N2C(=O)CSC23C(=O)N2CCCc4cccc3c42)cc1 (stereo unspecified)
    -22 | 0
CN1CCN(CCCNC(=O)CN2C(=O)COc3ccccc32)CC1
    -20 | 13
CCc1ccccc1NC(=O)C1CCN(C(=O)c2cccs2)CC1
    1 | 6
Cc1ccc2c(CC(=O)N3CCc4ccccc43)coc2c1
    -23 | 27
CC(=O)Nc1ccc(-c2nnc(SCc3c(C)cc(C)cc3C)n2C)cc1
    -18 | 5
COc1ccc(S(=O)(=O)N(C)C)cc1NC(=O)[C@H](Cc1ccccc1)N1C(=O)c2ccccc2C1=O
    -10 | 7
CCc1ccc(S(=O)(=O)NC(=S)Nc2ccccc2)cc1
    -2 | 26
CC(C)CC(=O)N1CCN(S(=O)(=O)c2ccc(C3CCCCC3)cc2)CC1
    12 | 1
CN(C)c1cccc(C(=O)NCc2ccc(Cl)cc2)c1
    -26 | 16
COc1ccc(C(=O)N2CCN(c3ccccn3)CC2)cc1
    -11 | 6
CC[C@@]12C(=O)N(c3cccc(F)c3)C(=O)N1[C@H](c1cccc(C)c1)[C@@H]1C(=O)N(Cc3ccccc3)C(=O)[C@@H]12
    -22 | 30
O=C(Nc1ccc2nc3n(c(=O)c2c1)CCCCC3)c1cc([N+](=O)[O-])ccc1F
    -16 | 39
O=C(CNC(=O)c1nc[nH]c1C(=O)N1CCN(c2ccccc2)CC1)OCc1ccccc1
    -6 | 22
COc1ccc(-c2cc(C(F)F)n3ncc(C(=O)N4CCN5CCCC5C4)c3n2)cc1 (stereo unspecified)
    -21 | 11
O=C(CSc1nnc(CNC(=O)c2c(F)cccc2Cl)o1)NCc1ccc(F)cc1
    -9 | 8
C=CCSc1nccc(-c2cc(Cl)sc2Cl)n1
    -8 | 25
CCC(C(=O)OCC(=O)Nc1cc(OC)ccc1OC)c1ccccc1 (stereo unspecified)
    -5 | 8
O=C(Nc1ccc(N2CCCC2)cc1)c1ccccc1[N+](=O)[O-]
    -13 | 23
Cc1cc2nc(CCN(Cc3cccnc3)C(=S)Nc3ccccc3)[nH]c2cc1C
    -11 | 4

# Reprinted from the part before: 2 compounds; new compounds follow.
# Each structure is followed by: OX1R antag-1 | OX1R antag-2
O=C(Nc1ccc(N2CCCC2)cc1)c1ccccc1[N+](=O)[O-]
    -13 | 23
Cc1cc2nc(CCN(Cc3cccnc3)C(=S)Nc3ccccc3)[nH]c2cc1C
    -11 | 4
CCc1nc(SCc2ccc(OC)cc2)n[nH]1
    -6 | 13
CCSc1nc2ccccc2n1C(=O)/C=C/c1ccc(OC)c(OC)c1
    -38 | 13
N#C/C(=C\c1ccncc1)C(N)=O
    -4 | 4
CCOC(=O)c1ccc(NC(=O)N2CCN(c3ccccn3)CC2)cc1
    -23 | 9
COc1cc(N=Nc2c(O)c3ccccc3[nH]c2=O)c(OC)cc1N=Nc1ccccc1
    -16 | 5
CCN(CC(=O)Nc1ccc(OC)cc1)CC(=O)Nc1ccc2c(c1)OCO2
    -5 | 0
Cc1cc(C(=O)COC(=O)[C@H](C)NC(=O)c2ccco2)c(C)n1Cc1ccco1
    -11 | 17
CC(C)c1ccc2c(c1)[C@H]1OCC[C@H]1[C@@H](c1cccs1)N2
    -30 | 8
O=C(COc1c(F)c(F)cc(F)c1F)NC(=O)NC1CCCC1
    -16 | 7
C=CCn1c(SCC(=O)c2ccc(O)c(O)c2)nnc1-c1ccccc1OC
    -4 | 39
O=C(Nc1cc(C(F)(F)F)ccc1-n1cncn1)c1ccc(Br)cc1
    -25 | 22
COc1ccc(O)c(/C=N/NC(=S)Nc2cccc(S(=O)(=O)N(C)C)c2)c1
    -2 | 28
Cc1ccc(-n2c(Cc3cccn3C)nnc2SCC(=O)Nc2cc(C)on2)cc1
    -24 | 7
C/C(=N\NC(=O)CCc1ccccc1)C1C(=O)c2ccccc2C1=O
    -24 | 17
O=C(OCC1OC2OC3(CCCCC3)OC2C2OC3(CCCCC3)OC12)c1ccccc1 (stereo unspecified)
    -12 | 18
O=C1OCC2=C1C(c1ccc(F)cc1)CC(=O)N2c1ccc(F)cc1 (stereo unspecified)
    -24 | 26
COc1ccc(/C=N/n2cnn(Cc3ccccc3Cl)c2=S)cc1OC
    -25 | 39
O=c1cnn(Cc2ccc(F)cc2)c2ccccc12
    -11 | 6
OC(CNCC1COc2ccccc2O1)COc1ccc(Cl)cc1 (stereo unspecified)
    -39 | 2
C=CCSc1nnc(NC(=O)c2ccc(N3CCCC3=O)cc2)s1
    -14 | 2
